# Screens deposited in PubChem BioAssay by National Center for Advancing Translational Sciences (NCATS).
# TRHR ag = qHTS for Small Molecule Agonists and Allosteric Enhancers of Human TRH Receptor: Primary Screen for Agonists. TRHR cells, calcium flux fluo-8, FDSS agonist mode. activation, % at 2 µM. hit rate 0.18% among 360,000. AID 493084, 2011; further: 0% is about no effect
# Target sequence (P34981 whole entry, looked up): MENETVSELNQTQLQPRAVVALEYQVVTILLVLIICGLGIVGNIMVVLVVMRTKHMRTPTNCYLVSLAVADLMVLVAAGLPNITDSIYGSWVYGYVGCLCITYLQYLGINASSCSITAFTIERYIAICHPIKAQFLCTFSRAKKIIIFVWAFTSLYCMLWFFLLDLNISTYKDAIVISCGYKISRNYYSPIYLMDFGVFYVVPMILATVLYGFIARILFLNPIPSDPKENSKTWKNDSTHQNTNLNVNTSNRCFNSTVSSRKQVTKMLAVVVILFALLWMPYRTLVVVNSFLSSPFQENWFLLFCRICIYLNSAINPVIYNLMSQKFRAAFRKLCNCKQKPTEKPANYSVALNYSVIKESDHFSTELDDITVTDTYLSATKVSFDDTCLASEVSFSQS
#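 Read-out: compound-evoked intracellular calcium rise in TRHR cells, fluo-8 dye, kinetic FDSS fluorescence at 1 s/cycle following a 10-cycle baseline. Cells cultured overnight before dye loading (30 min–1.5 h, RT).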
# RXFP1 antagonist = qHTS Assay for Antagonists of the Relaxin Receptor RXFP1. HEK293-RXFP1, relaxin-stimulated cAMP HTRF, 30 min; hits give low values. activity change, negative = inhibition, % at 57.5 µM. hit rate 0.59% among 350,000. AID 1259400, 2018;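 active means activity change of -60% or lower, but not beyond a set lower limit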; further: on the % scale 0 is the no-effect control and ±100 the full control effect
# D2 potentiator = HTS Assay for Positive Allosteric Modulators of the Human D2 Dopamine Receptor: Primary Screen for Potentiators; HEK293 T-REx D2, calcium flux, EC20 dopamine potentiation; potentiation, % at 10 µM; hit rate 0.34% among 340,000; D(2) dopamine receptor (Homo sapiens), P14416; AID 485347, 2010;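 active means potentiation over 3 SD above the plate norm, cut at about 30% in these data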; further: 0% is about no effect
# Target sequence (P14416 whole entry, looked up): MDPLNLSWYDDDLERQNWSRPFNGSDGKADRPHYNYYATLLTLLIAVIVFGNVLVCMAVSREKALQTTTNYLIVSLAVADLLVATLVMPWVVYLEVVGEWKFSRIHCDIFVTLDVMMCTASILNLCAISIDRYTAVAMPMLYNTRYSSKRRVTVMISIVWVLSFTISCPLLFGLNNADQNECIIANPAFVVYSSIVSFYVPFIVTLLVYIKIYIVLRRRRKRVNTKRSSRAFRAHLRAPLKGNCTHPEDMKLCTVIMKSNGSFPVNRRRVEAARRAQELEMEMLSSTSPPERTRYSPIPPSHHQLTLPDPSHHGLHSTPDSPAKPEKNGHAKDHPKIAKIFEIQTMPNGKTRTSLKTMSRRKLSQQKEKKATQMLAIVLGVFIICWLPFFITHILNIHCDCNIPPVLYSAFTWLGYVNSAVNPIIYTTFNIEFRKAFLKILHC
#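 Potentiation of an EC20 dopamine calcium response is measured in a force-coupled, tetracycline-inducible Hek293 Trex D2 line. Compound-only kinetic reads over 180 s flag agonists before dopamine addition.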
# D1 antag = Antagonist of Human D 1 Dopamine Receptor: qHTS; activity change, negative = inhibition, % at 10 µM; HEK293 TREx D1 cells, calcium flux, dopamine EC80; hits give low values; hit rate 3.2% among 360,000; D(1A) dopamine receptor (Homo sapiens), P21728; in the data active means activity change below about -30%; further: on the % scale 0 is the no-effect control and ±100 the full control effect
#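 Cells carrying a force-coupled, tetracycline-inducible human D1 receptor report calcium flux. Each well gets a 10 s baseline, compound with 180 s monitoring, then an EC80 dopamine stimulus with a second 180 s kinetic read.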
# D2 antag = HTS Assay for Allosteric Antagonists of the Human D2 Dopamine Receptor: Primary Screen for Antagonists | HEK293 TREx D2 cells, calcium flux, dopamine EC80 | inhibition, % at 10 µM | hit rate 2% among 340,000; in the data active means inhibition above about 30%; further: 0% is about no effect
#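 Measurement of antagonist activity uses fluorescent calcium dye in inducible HEK293 T-REx D2 cells: 10 s baseline, compound addition with 180 s read, EC80 dopamine addition with a further 180 s read.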
# D1 ag = Allosteric Agonists of the Human D1 Dopamine Receptor: qHTS; D(1A) dopamine receptor (Homo sapiens), P21728; HEK293 T-REx D1 cells, calcium flux, agonist mode; activation, % at 2 µM; hit rate 1% among 360,000; AID 504660, 2011; further: 0% is about no effect
#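 Tetracycline-induced HEK293 TREx D1 cells, force-coupled to calcium signalling, were dye-loaded with a no-wash calcium kit. Compound was pin-added after a 10 s baseline. Fluorescence was read kinetically at 1 cycle/s for 180 s, with calcium rises flagged as agonism.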
# TRHR enhancer = qHTS for Small Molecule Agonists and Allosteric Enhancers of Human TRH Receptor: Primary Screen for Enhancers. Thyrotropin-releasing hormone receptor (Homo sapiens), P34981. TRHR cells, fluo-8 calcium fluorescence, EC20 TRH enhancement. enhancement, % at 2 µM. hit rate 0.66% among 360,000; in the data active means enhancement above about 30%; further: 0% is about no effect
#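 Enhancer read-out: after compound pinning and an initial kinetic agonist-mode read, an EC20 of TRH (10 nM final) was injected and fluo-8 calcium signal (Ex 480/Em 530) followed at 1 s/cycle for 100 cycles in TRHR-expressing cells.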
# D1 PAM = Potentiators of Human D1 Dopamine Receptor: qHTS; potentiation, % at 10 µM; hit rate 0.036% among 360,000; AID 504651, 2011; HEK293 TREx D1 cells, calcium flux, dopamine EC20 potentiation; in the data active means potentiation above about 30%; further: 0% is about no effect
# D2 ag = HTS Assay for Allosteric Agonists of the Human D2 Dopamine Receptor: Primary Screen for Agonists; D(2) dopamine receptor (Homo sapiens), P14416; HEK293 T-REx D2 cells, calcium flux agonist mode; activation, % at 2 µM; hit rate 0.53% among 340,000; AID 485358, 2010;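 active means activation over 3 SD above normal in the single-dose calcium agonist read, cut at about 30% in these data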; further: 0% is about no effect
#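 Calcium-flux readout, 1 cycle/sec over 180 s following compound pin transfer, in inducible HEK293 Trex D2 cells (force-coupled); dopamine controls included. Positive calcium responses during this window marked compounds as potential agonists.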
# * = called active by the depositor; x = not tested or not shown; & = joins results of further samples. Unless noted, no stated cut-off is given here; in the data, active means activation above about 30%; inactive means the rest.
# The first two records (preview)
# Order of results – TRHR ag	RXFP1 antagonist	D2 potentiator	D1 antag	D2 antag	D1 ag	TRHR enhancer	D1 PAM	D2 ag
> O=C(c1cc2cc([N+](=O)[O-])ccc2oc1=O)N1CCN(c2ncccn2)CC1
 : 0.4	-22	-4	0	6	-1	4	-4	0.4
> Cn1c(Oc2ccccc2)c(C=O)c2ccccc21
 : -0.8	-27	1	-6	4	6	2	-3	-0.2

# Results (from the top)
# Order of results – TRHR ag	RXFP1 antagonist	D2 potentiator	D1 antag	D2 antag	D1 ag	TRHR enhancer	D1 PAM	D2 ag
> O=C(c1cc2cc([N+](=O)[O-])ccc2oc1=O)N1CCN(c2ncccn2)CC1
 : 0.4	-22	-4	0	6	-1	4	-4	0.4
> Cn1c(Oc2ccccc2)c(C=O)c2ccccc21
 : -0.8	-27	1	-6	4	6	2	-3	-0.2
> COc1ccccc1CCNC(=O)C(=O)NCC1OCCN1S(=O)(=O)c1ccc(Br)cc1 (stereo not drawn)
 : 2.5	4	3	3	4	6	19	-3	-1.3
> CCS(=O)(=O)N1CCC(C(=O)NCCCOC)CC1
 : -0.7	9	8	11	3	4	5	-5	0.1
> CCOc1ccc(NC(=O)COC(=O)C2(C)CC2(Cl)Cl)c([N+](=O)[O-])c1 (stereo not drawn)
 : 0.1	-10	-8	-7	6	5	14	0	1.4
> CCOc1ccc(-c2nc(Cn3c(=O)cc(-c4ccccc4)c4c(C)nn(C)c43)c(C)o2)cc1
 : 0.4	7	8	13	x	2	6	-4	x
> O=C(Nc1cccc(S(=O)(=O)N2CCOCC2)c1)c1ccc(Cl)c([N+](=O)[O-])c1
 : -0.3	8	-2	6	18	2	4	-1	-2.2
> COc1ccc(Nc2nc3c(C)cccc3cc2C#N)cc1
 : 1.2	2	-7	-7	-19	5	-3	-2	-0.1
> COc1cc2ccccc2cc1C(=O)N1CCCCC1
 : 0.1	18	7	-1	-1	0	8	6	0.0
> COC(=O)Cn1cc(C(=O)C(C)(C)C)c2ccccc21
 : 0.6	-9	-17	-1	13	1	2	-7	-0.6
> Cc1cc(NC(=O)c2cccnc2Cl)ccc1NC(=O)c1cc2ccccc2o1
 : 0.4	-11	-1	-11	1	9	-1	-14	4.3
> CCOC(=O)c1cc(-c2cccnc2)nn1-c1ccccc1
 : 0.0	-30	5	-4	-4	2	0	1	0.5
> CC(C)Cn1c(SCC(=O)N2CCOCC2)nc2ccccc2c1=O
 : -0.2	-5	-7	-2	11	0	-13	2	0.1
> c1ccc2c(CSc3nnc(-c4ccncc4)o3)cccc2c1
 : -0.2	-5	-8	7	-2	3	3	5	0.0
> CC(C)N(Cc1ccccc1)C(=O)CN1C(=O)NC(Cc2ccccc2)(c2ccccc2)C1=O (stereo not drawn)
 : 0.3	-21	4	11	6	1	1	0	0.2
> CNC(=O)/C=C/c1cccc(C(F)(F)F)c1
 : 0.7	-5	-4	-2	-13	-1	-3	0	0.4
> COc1ccc2c(c1)CC/C2=N\NC(=O)c1ccccc1
 : 0.4	-22	4	7	-9	4	-4	2	0.9
> CCCCC(=O)Nc1cc(C)c(NC(=O)c2ccco2)cn1
 : 1.4	-1	5	-2	-11	1	5	-4	-0.1
> COCCn1c(C)cc(C(=O)COC(=O)c2cc3c(s2)CCC3)c1C
 : 0.1	-6	5	-26	-9	7	5	-3	-0.7
> O=C(CCc1ccc(S(=O)(=O)NCc2ccccc2)cc1)NCc1ccc2c(c1)OCO2
 : -0.7	-2	-5	-4	-3	2	1	-4	-0.6

# Full records as entered above. Order of values: TRHR ag | RXFP1 antagonist | D2 potentiator | D1 antag | D2 antag | D1 ag | TRHR enhancer | D1 PAM | D2 ag
# CC(C)Cn1c(SCC(=O)N2CCOCC2)nc2ccccc2c1=O across the screens: -0.2 | -5 | -7 | -2 | 11 | 0 | -13 | 2 | 0.1
# COCCn1c(C)cc(C(=O)COC(=O)c2cc3c(s2)CCC3)c1C across the screens: 0.1 | -6 | 5 | -26 | -9 | 7 | 5 | -3 | -0.7

# Carrying on.
# Order of results – TRHR ag	RXFP1 antagonist	D2 potentiator	D1 antag	D2 antag	D1 ag	TRHR enhancer	D1 PAM	D2 ag
> CCCCOC(=O)CSc1nnc(-c2ccc(C)cc2)o1
 : -0.8	-15	0	-6	x	-2	-4	-1	0.8
> Cc1ccc(S(=O)(=O)N(C(=O)c2ccncc2)c2ccc(OC(=O)c3ccncc3)cc2)c(C)c1
 : 0.7	-13	4	6	9	5	-4	9	-1.1
> COc1cccc(OCC(O)CN2CCN(c3ccccc3)CC2)c1 (stereo not drawn)
 : 0.1&0.5	-2&4	-24&-20	3&-8	83*	2&4	-11&-12	-6&-5	79*
> CCOc1ccccc1NC(=O)CSc1ncc2c(n1)-c1ccccc1N(CC)S2(=O)=O
 : 0.1	3	1	1	x	4	6	-3	0.0
> CC1=CC(C)(C)Nc2ccc(OC(=O)CN3C(=O)c4cccc5cccc(c45)C3=O)cc21
 : 0.2	-20	-1	0	-15	0	-5	2	-0.7
> CCCCCc1nnc(NC(=O)c2ccc(=O)n(C)n2)s1
 : -0.4	-11	2	-5	-28	-2	0	-8	-0.3
> COC(=O)Cc1ccc(NC(=S)N2CCCC(C)C2)cc1 (stereo not drawn)
 : 0.5	-2	-4	0	0	4	-3	-4	2.1
> O=C(NCCCN1CCCC1=O)c1ccc2c(c1)NC(=O)c1ccccc1S2
 : -0.1	-12	0	-32*	10	1	0	x	0.3
> CCN(Cc1ccccc1)C(=O)CSc1nc(C)cc(C)c1C#N
 : -0.8	x	-6	-14	11	0	-2	-2	-2.5
> O=C(NCc1ccc2c(c1)OCO2)c1ccc(=O)[nH]c1
 : -0.2	-3	-3	-5	-2	-1	-2	3	0.5
> CCN(CC(=O)Nc1ccc(NC(C)=O)cc1)C(=O)c1cccnc1Sc1ccc(C)c(C)c1
 : 0.1	-2	-2	0	-18	1	9	-7	0.1
> Cc1cccc(CCNS(=O)(=O)c2cnc[nH]2)c1
 : 0.0	-17	-4	-12	10	4	20	-1	0.4
> O=S(=O)(/C=C/c1ccccc1)N1CCN(c2ccccc2)CC1
 : -0.9	-1	-7	13	-1	0	6	-2	-0.2
> Nc1ncnc2nc(SCCC(=O)O)[nH]c12
 : 0.2	-9	0	-8	-22	4	-3	-3	1.3
> CCc1nc(-c2cc(S(=O)(=O)N3CCN(c4ccccc4OC)CC3)ccc2OC)no1
 : 0.1	-9	x	-16	x	2	-8	-4	-0.4
> CSc1cc2c(s1)c1cnn(Cc3ccccc3F)c(=O)c1n2C
 : -0.9	x	x	7	x	4	-8	38*	x
> Nc1cc(=O)[nH]c(SCC(=O)Nc2ccc(Br)cc2)n1
 : 0.0	-18	-18	6	9	0	-3	-7	1.5
> O=[N+]([O-])c1cc(Cl)c(Cl)c(Cl)c1Cl
 : -0.2	x	2	x	-6	-3	-4	-1	-0.5
> CC1Cc2ccccc2N1C(=O)Cn1c(=O)cc(O)c2ccccc21 (stereo not drawn)
 : -0.3	10	1	1	22	1	-2	-1	-0.5
> Cc1ccc([N+](=O)[O-])cc1NC(=O)CCSc1ccc(Cl)cc1
 : -1.5	-2	7	-42*	-4	34*	-5	-9	-1.4
> C[C@H](NC(=O)c1nc[nH]c1C(=O)N[C@@H](Cc1ccccc1)C(=O)OC(C)(C)C)C(=O)OC(C)(C)C
 : 0.2	x	-4	-11	-4	2	2	3	0.7
> CCOC(=O)C1=C(N)OC2=C(C(=O)CC(C)C2)C1c1cccnc1 (stereo not drawn)
 : -1.1	-5	15	9	2	0	-2	-2	-0.3
> COc1cccc(C2Nc3ccccc3C(=O)N2c2ccc(F)cc2)c1O (stereo not drawn)
 : -0.5	-9	8	8	-22	1	4	-6	-2.9
> Cc1c(C(=O)N(Cc2cccs2)C2CCS(=O)(=O)C2)oc2ccccc12 (stereo not drawn)
 : -1.3	17	-3	0	-11	3	-1	-3	0.4
> COc1ccccc1NC(=O)Cn1ccn(-c2cc(C)cc(C)c2)c(=O)c1=O
 : 0.4	10	x	-14	x	18	4	-4	1.1
> Cc1cc(C(=O)N/N=C/c2cc(Br)c(Br)o2)n[nH]1
 : 0.3	-3	0	-3	-11	3	14	-10	-0.2
> O=CNCCCc1nc2ccccc2n1CCc1ccccc1
 : 0.1	-6	-1	1	4	1	-8	7	0.7
> O=C(CCCSc1nc(-c2ccco2)cc(C(F)(F)F)n1)NCC1CCCO1 (stereo not drawn)
 : -0.7	-12	x	-2	x	-1	5	-3	x
> CC(C)c1ccc(NC(=O)c2ccc(CN3CC(=O)N4CCCCC4C3=O)cc2)cc1 (stereo not drawn)
 : -1.1	1	-14	-2	x	1	2	-2	-0.3
> O=[N+]([O-])c1cccc(-c2csc(Nc3ccccc3)n2)c1
 : 1.8	-37	-4	-30*	3	4	-10	-12	0.7
> CCSc1nnc(NC(=O)CCN2C(=O)C3CCCCC3C2=O)s1 (stereo not drawn)
 : 0.3	-7	x	-10	x	0	4	-5	x
> CCN1CCN(C(=O)CNC(=O)c2nn(-c3ccc(OC)cc3)c(=O)c3ccccc23)CC1
 : 0.6	4	-28	0	0	4	0	7	51*
> COc1ccccc1C1CC(=O)N(c2cccc(C(F)(F)F)c2)C2=C1C(=O)OC2 (stereo not drawn)
 : 9.5	-38	11	-1	x	2	-9	-3	-0.1
> CSc1nc2nc3c(cn2n1)C(=O)CC(c1ccccc1)C3 (stereo not drawn)
 : 8.5	9	3	1	7	14	-2	5	3.0
> Nc1nnc(SCc2ccc(F)cc2)n1-c1ccccc1
 : 0.3	1	0	-14	-5	0	1	-6	-0.5
> CC1=C(C(=O)OCC2CCCO2)C(c2ccc(C)cc2)C2=C(CCCC2=O)N1 (stereo not drawn)
 : 1.1	-10	-1	-12	-10	4	-3	5	-0.6
> CCOC(=O)C(=O)Nc1nnc(SCc2ccc(F)cc2)s1
 : -0.3	-7	-13	-8	5	6	-11	-4	-0.9
> Cc1cccc(N2C(=O)c3cccc(Oc4ccc(Cl)cc4)c3C2=O)c1
 : 1.6	-23	9	15	-6	17	2	-6	2.9
> CCOC(=O)CNC(=O)C1CCN(S(=O)(=O)c2ccc(-c3nn[nH]n3)cc2)CC1
 : 0.4	-13	-4	-6	12	2	0	5	-1.0
> COc1ccccc1NC(=O)c1ccc(SCC(=O)NCc2ccccc2Cl)c([N+](=O)[O-])c1
 : 0.1	-16	-9	-22	10	0	-16	-2	0.1
> COc1cccc(NC(=O)c2ccc(NC(=O)C(C)(C)C)cc2)c1
 : 0.7	-5	x	-7	x	3	-6	3	x
> COc1ccc(OCc2nnc3n2N=C(c2ccc(Br)cc2)CS3)cc1
 : -0.5	-36	-5	37	-2	1	7	1	-1.2
> CCn1c(C)c(C(C)=O)cc(C#N)c1=O
 : -1.5	4	0	-17	-8	5	-3	7	x

# Outcome played no part in choosing rows; about 7.1% have a hit in one of these screens.
